PAFAH1B2 FP inh: inhibitors of human PAFAH1B2. P68402. inhibition, % at 3.39 µM. recombinant PAFAH1B2, FP-rhodamine activity probe, fluorescence polarization. hit rate 1.2% among 340,000;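 active = inhibition above the mean of all tested compounds plus 3 SD, cut at about 24% in these data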;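 also: 0% = enzyme with DMSO and 100% = wells lacking PAFAH1B2; many of its hits are not listed in these tables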
PAFAH2 inh: inhibitors of human PAFAH2; Q99487; recombinant PAFAH2, FP-rhodamine activity probe, fluorescence polarization; inhibition, % at 3.39 µM; hit rate 0.99% among 340,000; AID 492956;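 active = inhibition above the mean over all tested compounds plus 3 SD, cut at about 30% in these data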;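 also: inhibitors block probe labeling of enzyme so polarization drops; 0% = enzyme with DMSO and 100% = wells lacking PAFAH2 protein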
PME-1 inh: PME-1 (human) inhibition; Q9Y570; recombinant PME-1, FP-Rh probe fluorescence polarization; inhibition, % at 5.9 µM; hit rate 0.53% among 320,000;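 active = inhibition above the campaign mean of all compounds plus 3 SD, cut at about 26% in these data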;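 also: competitive labeling of PME-1 active site by serine hydrolase directed probe; 0% = PME-1 with DMSO and 100% = wells lacking PME-1 enzyme; inhibitors block probe labeling so polarization falls and inhibition rises; many of its hits are not listed in these tables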
GSTO1 inh: blocks human GSTO1 in RBBP9 counter-screen; recombinant GSTO1, activity-based probe fluorescence polarization; AID 1974; P78417; inhibition, % at 5.96 µM; hit rate 1.1% among 300,000;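 active = inhibition above the campaign mean inhibition plus 3 SD, cut at about 35% in these data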;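 also: 0% = GSTO1-1 with DMSO and 100% = wells lacking GSTO1-1 enzyme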
LYPLA2 inh: blocks human lysophospholipase 2, a PME1 counter-screen; O95372; recombinant LYPLA2, FP-Rh probe fluorescence polarization; inhibition, % at 5.9 µM; hit rate 0.38% among 320,000; AID 2177;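 active = inhibition above the screen-wide mean plus 3 SD, limit set per campaign, cut at about 26% in these data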;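 also: 0% = LYPLA2 with DMSO and 100% = wells lacking LYPLA2 enzyme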
LYPLA1 inh: counter-screen for PME1 inhibitors: inhibitors of human LYPLA1 | inhibition, % at 5.9 µM | recombinant LYPLA1, FP-Rh probe fluorescence polarization | AID 2174 | hit rate 0.16% among 320,000;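 active = inhibition above the mean of all tested compounds plus 3 SD, set per campaign, cut at about 14% in these data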;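 also: inhibitors block serine hydrolase probe labeling of LYPLA1 so polarization falls; 0% = enzyme with DMSO and 100% = wells lacking LYPLA1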
Target sequence (O75608 whole entry, looked up): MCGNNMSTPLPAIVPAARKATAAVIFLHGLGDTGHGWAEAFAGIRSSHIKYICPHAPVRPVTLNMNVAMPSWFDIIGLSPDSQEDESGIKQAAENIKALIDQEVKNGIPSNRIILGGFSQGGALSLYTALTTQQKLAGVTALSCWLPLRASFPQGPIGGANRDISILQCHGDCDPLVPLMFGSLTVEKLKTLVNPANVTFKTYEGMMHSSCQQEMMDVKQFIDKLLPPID
pPAFAH inh: pPAFAH (human) enzyme inhibition; Q13093; recombinant pPAFAH, FP-rhodamine probe fluorescence polarization; inhibition, % at 3.39 µM; hit rate 1.5% among 330,000;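 active = inhibition above the mean inhibition across the screen plus 3 SD, cut at about 25% in these data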;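 also: inhibitors block binding of the rhodamine activity-based probe so polarization drops; 0% = enzyme with DMSO and 100% = wells lacking pPAFAH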
PAFAH1B3 inh: inhibitors of human PAFAH1B3; AID 492972; Q15102; recombinant PAFAH1B3, FP-rhodamine probe, fluorescence polarization; inhibition, % at 3.39 µM; hit rate 0.28% among 340,000;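 active = inhibition above the screen-wide average of all tested compounds plus 3 SD, cut at about 25% in these data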;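 also: 0% = enzyme with DMSO only and 100% = wells lacking PAFAH1B3 protein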
PAD4 FP inh: blocks human protein arginine deiminase 4 | inhibition, % at 6.36 µM | Q9UM07 | hit rate 0.41% among 330,000 | recombinant PAD4, RCA probe fluorescence polarization;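 active = percent inhibition above a cutoff equal to the mean of all tested compounds plus 3 SD, cut at about 15% in these data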;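 also: 0% = PAD4 with RCA probe and DMSO and 100% = probe without PAD4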
Target sequence (Q9UM07 whole entry, looked up): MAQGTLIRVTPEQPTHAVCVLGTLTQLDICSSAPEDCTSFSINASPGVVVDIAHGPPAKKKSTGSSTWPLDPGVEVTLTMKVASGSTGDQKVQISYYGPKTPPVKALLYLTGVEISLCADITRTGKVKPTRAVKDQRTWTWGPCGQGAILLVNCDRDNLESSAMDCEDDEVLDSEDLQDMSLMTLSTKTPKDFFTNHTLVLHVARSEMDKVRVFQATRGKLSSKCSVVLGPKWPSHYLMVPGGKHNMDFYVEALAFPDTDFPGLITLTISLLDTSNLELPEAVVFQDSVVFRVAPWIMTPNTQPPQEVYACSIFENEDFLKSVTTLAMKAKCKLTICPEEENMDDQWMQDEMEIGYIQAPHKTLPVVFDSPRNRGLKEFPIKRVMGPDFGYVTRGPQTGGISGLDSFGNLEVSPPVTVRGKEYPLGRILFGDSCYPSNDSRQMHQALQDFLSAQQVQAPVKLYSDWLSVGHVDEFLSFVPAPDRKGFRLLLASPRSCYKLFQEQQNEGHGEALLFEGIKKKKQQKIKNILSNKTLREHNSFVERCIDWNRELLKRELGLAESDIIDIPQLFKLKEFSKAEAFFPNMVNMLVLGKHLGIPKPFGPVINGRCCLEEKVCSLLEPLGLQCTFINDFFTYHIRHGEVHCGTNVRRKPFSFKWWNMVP
An asterisk follows results filed as active; nt = no result given. Some of the compounds tested, so the mix of outcomes need not match the whole.

SMILES	PAFAH1B2 FP inh	PAFAH2 inh	PME-1 inh	GSTO1 inh	LYPLA2 inh	LYPLA1 inh	pPAFAH inh	PAFAH1B3 inh	PAD4 FP inh
CC(=O)Nc1ccc2oc(-c3cc(F)c(F)cc3Cl)nc2c1	0.8	-19.7	-4.1	4.0	-2.1	-1.6	1.4	2.7	-1.6
COc1ccc(-c2nc(CN(Cc3cnn(C)c3)C(C)C)c(C)o2)c(OC)c1	0.6	-0.4	-10.2	1.6	-0.5	-1.7	0.5	9.7	2.2
Cc1onc(-c2ccccc2)c1C(O)c1ccc(F)cc1 (stereo not given)	3.3	-0.5	-4.2	5.0	-0.2	1.8	-1.1	-3.8	-5.5
O=c1[nH]cnc2c1ncn2[C@@H]1O[C@H](CO)[C@@H](O)[C@H]1O	2.7	-7.9	-5.1	0.1	1.0	-3.4	7.0	2.0	0.7
CCOC(=O)C1C(c2ccc(O)c(OC)c2)NC(=S)NC1(O)C(F)(F)F (stereo not given)	1.1	1.8	0.4	-0.8	0.3	-2.6	-1.4	6.1	-2.2
Oc1cccc(/C=N/Nc2ncnc3c2ncn3Cc2ccccc2)c1	8.0	-6.0	2.1	-3.0	2.2	1.9	-0.1	3.0	0.2
NC(=O)c1ccc(NC(=O)COC(=O)CCCc2c[nH]c3ccccc23)cc1	13.6	8.7	7.3	1.9	-5.2	0.9	7.7	-0.3	-0.5
CCOC(=O)C(C(=O)OCC)C(=O)c1cc(OC)c(OC)c(OC)c1	-0.7	-11.4	-10.6	-3.0	4.7	4.3	1.2	0.3	-0.6
COc1ccc(NC(=O)c2ccc3c(SCC(=O)O)c4c(nc3c2)CCCC4)c(OC)c1	-2.5	-0.5	-6.8	-13.2	-4.0	-5.1	6.4	-0.8	-7.3
CCCc1cc(=O)oc2c(C)c(OCC(=O)N3CCC(C(=O)O)(c4ccccc4)CC3)ccc12	3.0	5.6	0.1	3.4	4.9	-0.9	2.1	6.6	-1.8
Cc1ccc(S(=O)(=O)Nc2ccc3nc(-c4cccn4C)[nH]c3c2)cc1	17.9	11.3	-1.1	0.7	-0.7	-5.8	8.2	-0.1	-1.8
O=C(c1cccc(S(=O)(=O)Nc2ccccc2Cl)c1)N1CCCCCC1	13.3	3.5	5.7	5.9	6.2	2.7	4.0	14.4	3.1
Cc1ccc(OCCNC(=O)c2ccc(NC(=O)CC3SC(N4CCCC4)=NC3=O)cc2)cc1 (stereo not given)	-0.3	-2.9	-1.8	10.8	45.0*	0.4	1.9	-2.7	4.1
CCOc1ccc(NC(=S)N2CCn3c(nc4ccccc43)C2)cc1	nt	nt	1.6	5.4	9.7	2.8	-2.4	nt	-1.6
Cn1c(CSCc2ccc(Cl)c(Cl)c2)n[nH]c1=S	4.5	-4.4	-3.8	10.4	-0.3	-2.2	3.4	6.5	-1.1
CN(CC(=O)NC1CC(C)(C)NC(C)(C)C1)S(=O)(=O)c1cc(Cl)ccc1Cl	-4.8	-7.7	-1.6	4.2	-0.2	0.4	-3.7	3.2	1.5
COc1ccc(NC2CCCN(C(=O)c3ccc(CSC)o3)C2)cc1OC (stereo not given)	11.4	4.9	7.0	16.7	2.2	0.8	3.2	4.0	-8.8
COc1cc(OC)cc(C(=O)Nc2ccc(S(=O)(=O)N3CCOCC3)cc2)c1	-2.5	-1.2	3.4	-1.4	6.2	0.0	-1.7	16.8	-1.1
CC(C)CC(=O)NC(=S)Nc1nc(-c2cccc3ccccc23)cs1	-11.4	-18.5	-45.8	-8.0	-46.0	-26.1	-8.8	-14.8	0.5
O=C(O)c1ccc(/C=N/Nc2ccc(S(=O)(=O)N3CCCC3)cc2[N+](=O)[O-])cc1	6.2	4.6	11.1	-3.7	5.7	3.4	0.6	3.7	-1.8
O=C(COC(=O)c1cnccn1)c1ccc(Br)cc1	26.1*	2.5	5.2	4.7	4.7	1.6	-3.6	3.8	-0.6
Fc1ccc(-c2nnn3c2nc(NCc2ccccc2)c2ccccc23)cc1	-0.2	-3.2	1.8	-9.7	2.7	-0.2	3.3	-5.2	1.2
CC(NC(=O)CN(C)Cc1ccc(Br)cc1)c1ccccc1 (stereo not given)	16.1	-0.8	9.4	0.7	-9.5	-0.2	4.6	-1.8	-1.1
O=C(c1cccc(N2C(=O)C3CC=CCC3C2=O)c1)N1CCCCCC1 (stereo not given)	-3.5	8.6	2.7	3.0	6.9	-1.4	4.9	-3.5	-1.3
Cc1ccc(Oc2ncnc(N)c2[N+](=O)[O-])cc1	3.8	6.3	-1.2	3.2	3.0	-0.8	6.9	3.9	-6.1
Cc1nnc(NC(=O)CCn2cnc3ccccc3c2=O)s1	1.5	0.7	5.1	11.5	-3.6	-4.7	3.5	5.3	-1.5
CCc1ccc(-n2c(C)cc(/C=N/NC(=O)c3ccncc3)c2C)cc1	2.4	0.3	0.8	2.5	-9.5	-2.9	10.4	12.0	-6.3
CCOC(=O)CCC(=O)c1c(C)oc2ccc(OC)cc12	-2.1	-4.0	3.2	-0.3	11.4	2.8	2.5	-3.2	-0.2
C=C(C(=O)Oc1c(C(C)(C)C)cccc1C(C)(C)C)c1ccccc1	4.5	-4.3	-1.6	nt	-2.9	-0.6	-0.3	-1.7	-0.9
CCCCc1c(O)nc(SCC(=O)N2CCOCC2)n(-c2ccccc2C)c1=O	-9.1	-1.2	-5.1	4.2	4.5	-5.3	2.1	-7.2	1.1

Shown with values under each structure: 4 of the compounds above.
Below each SMILES: PAFAH1B2 FP inh, PAFAH2 inh, PME-1 inh, GSTO1 inh, LYPLA2 inh, LYPLA1 inh, pPAFAH inh, PAFAH1B3 inh, PAD4 FP inh
Cc1ccc(Oc2ncnc(N)c2[N+](=O)[O-])cc1
→ 3.8, 6.3, -1.2, 3.2, 3.0, -0.8, 6.9, 3.9, -6.1
Cc1nnc(NC(=O)CCn2cnc3ccccc3c2=O)s1
→ 1.5, 0.7, 5.1, 11.5, -3.6, -4.7, 3.5, 5.3, -1.5
CCc1ccc(-n2c(C)cc(/C=N/NC(=O)c3ccncc3)c2C)cc1
→ 2.4, 0.3, 0.8, 2.5, -9.5, -2.9, 10.4, 12.0, -6.3
CCOC(=O)CCC(=O)c1c(C)oc2ccc(OC)cc12
→ -2.1, -4.0, 3.2, -0.3, 11.4, 2.8, 2.5, -3.2, -0.2

Continued.
SMILES	PAFAH1B2 FP inh	PAFAH2 inh	PME-1 inh	GSTO1 inh	LYPLA2 inh	LYPLA1 inh	pPAFAH inh	PAFAH1B3 inh	PAD4 FP inh
CN1CCCN(Cc2ccccc2Br)CC1	4.2	0.9	-4.2	4.6	6.9	0.5	5.0	8.4	-6.9
Cc1ccc2c(c1)C1CCCC3C1N2CC(=O)N3Cc1ccccc1 (stereo not given)	nt	nt	2.0	0.1	2.6	1.9	19.9	nt	-5.3
COc1ccc(/C=C2\SC(=O)N(CC(=O)NC3C=CS(=O)(=O)C3)C2=O)cc1 (stereo not given)	-1.1	-2.7	-4.9	-5.0	0.1	1.0	4.0	5.4	2.1
O=C(NCc1ccccn1)c1ccc(CNS(=O)(=O)c2cccc(Cl)c2)cc1	6.2	11.9	7.2	-0.6	13.1	4.6	6.2	6.3	-0.1
CCN1CCN(CC(=O)Nc2ccc(C)c(Br)c2)CC1	3.3	-3.3	1.3	1.7	-6.2	-2.0	1.8	0.3	2.8
CCN(CC)S(=O)(=O)c1ccc(C(=O)NCc2n[nH]c(=S)n2-c2ccc(Cl)c(Cl)c2)cc1	9.1	2.2	1.8	4.7	2.3	-0.8	5.0	4.4	-9.8
CCOCCOC(=O)c1cccc(NC(=O)OCC)c1	-2.1	1.0	0.1	-3.4	-4.2	-2.8	2.9	-6.0	3.8
CCOc1ccccc1NC(=O)CN1C(=O)COc2ccccc21	0.1	3.6	-0.8	-2.7	-3.9	-2.5	2.8	0.3	3.7
O=C(NC1(C(F)(F)F)NC(=O)N(C2CCCCC2)C1=O)c1cccs1 (stereo not given)	-5.0	2.6	4.6	-5.2	3.1	-0.7	-2.2	-3.7	-1.0
Cc1onc(-c2c(F)cccc2Cl)c1C(=O)NCC1COc2ccccc2O1 (stereo not given)	3.1	0.2	-1.1	10.0	9.2	3.8	-0.2	12.1	-2.7
COC(=O)C(Cc1ccc(OC(=O)c2ccccc2Cl)cc1)N1Cc2ccccc2C1=O (stereo not given)	2.9	-3.3	-3.6	-0.6	-2.5	-9.2	7.2	-0.7	-2.7
COCCn1c(CN2CCN(c3ccc(OC)cc3)CC2)nc2c1c(=O)n(C)c(=O)n2C	-0.8	-2.8	-5.8	1.4	11.6	5.3	5.8	8.0	-0.3
COc1cccc(NC(=O)Cn2cc(C#N)c3ccccc32)c1	1.2	4.7	2.2	2.7	22.2	5.5	2.1	-4.4	-0.8
S=C(NCc1ccco1)N1CCN(c2nc(-c3ccc(Cl)cc3)cs2)CC1	-2.1	2.4	5.2	9.2	-2.5	-2.5	5.6	-1.6	-0.8
Cc1ccc(/C=c2\sc3nc(-c4ccccc4Br)nn3c2=O)o1	6.8	13.1	-11.7	3.8	-5.0	-5.2	24.1	-1.6	-7.2
O=C(CCc1nc2ccccc2c(=O)[nH]1)NNC(=O)c1ccc(Cl)cc1	1.6	7.2	-0.5	5.2	3.7	2.8	2.3	6.4	-1.3
COc1ccc(CCn2c(=N)c(S(=O)(=O)c3ccc(C)cc3)cc3c(=O)n4ccccc4nc32)cc1	1.8	-2.8	-0.4	0.5	-1.1	-1.6	4.5	7.2	-1.1
Cc1ccc(S(=O)(=O)NCC(c2ccco2)N2CCc3ccccc32)cc1 (stereo not given)	4.6	8.8	24.3	0.4	-0.9	-1.7	7.6	4.8	5.9
Cc1ccc(-c2nc(NC(=O)c3ccc(S(=O)(=O)N(CCC#N)CCC#N)cc3)sc2-c2ccccc2)cc1	-4.5	-6.7	0.8	-0.8	4.6	-4.1	3.4	1.3	1.9
Cc1cc(=O)[nH]c(SCc2nc3ccccc3n2Cc2ccccc2)n1	-0.3	9.1	-6.2	-2.5	9.5	1.8	3.7	-6.1	3.0
Cn1nnnc1SCC(=O)N1CCOCC1	-0.3	-2.9	-3.1	-1.2	-8.5	-1.6	-3.9	-2.8	2.5
CC(C)CN(Cc1cc(=O)oc2cc(-c3ccccc3)c(O)cc12)CC(C)C	0.7	-8.9	-2.4	-32.0	-32.6	-25.2	-6.1	-2.4	2.0
CC1CCCCN1c1cc(C#N)c(C#N)cc1[N+](=O)[O-] (stereo not given)	5.3	11.2	2.1	14.2	4.7	1.0	-0.6	10.9	1.4
CCOC(=O)c1oc2cc(O)c(CC)cc2c(=O)c1-c1ccc2c(c1)OCCO2	3.8	2.7	3.0	3.1	-1.4	-0.4	0.0	2.1	0.3
COc1cccc(NC(=O)N2CCC(NC(=O)C(Cc3cccc(C)c3)NC(C)=O)CC2)c1 (stereo not given)	-2.0	-8.0	-3.3	8.0	-7.4	-2.5	-1.3	6.0	-3.6
O=C(CSc1ccc(-c2ccccc2)nn1)NC1CCCC1	-3.5	-2.5	2.6	-5.9	1.0	-2.1	1.3	5.5	-4.6
COc1ccc(NC(=O)c2cc(S(=O)(=O)N3CCc4ccccc43)cn2C)cc1OC	-2.1	0.6	-0.3	3.5	-4.2	-3.8	8.9	8.3	0.6
NC(=O)c1ccc(N2CCCCC2)c(N2C(=O)CCC2=O)c1	-0.9	-11.9	0.3	7.8	13.2	2.5	0.5	-2.6	2.6
Cc1nc(C(=O)Nc2ccc(Cl)cc2)sc1C1(C)CC(c2cccc([N+](=O)[O-])c2)=NO1 (stereo not given)	1.2	-12.2	-3.5	-3.4	-4.2	-6.0	0.8	-4.9	3.3
